NR3A LBD binder: binders of NR3A ligand-binding domain, primary screen, biophysical, differential scanning fluorimetry, uHTS | Tm shift relative to glycine control, % at 25 µM | actives 2.5% (n = 340,000) | NR3A LBD differential scanning fluorimetry, Tm shift; 0% = protein alone, 100% = glycine-bound protein;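 active = melting temperature shift of at least 10% of the positive control shift, at one fixed dose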
CCR6 antagonist: CCR6 receptor antagonists, primary screen, cell-based, CHO-K1, luminescence, beta-arrestin, uHTS | CHO-K1 CCR6 PathHunter beta-arrestin, CCL20-stimulated | C-C chemokine receptor type 6 (Homo sapiens), P51684 | inhibition, % at 20 µM | actives 0.49% (n = 340,000);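 active = compounds whose inhibition of the agonist-driven luminescence signal at 20 µM reaches about 50%, limit read from the data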;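 also: cells stimulated with CCL20 at 14 nM final; plate controls were DMSO with CCL20 for no effect and DMSO without agonist for full effect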
EBI2 antag: EBI2 receptor antagonists, beta-arrestin recruitment, primary screen, cell-based, luminescence, 7a,25-OHC stimulation, uHTS; G-protein coupled receptor 183 (Homo sapiens), P32249; 7a,25-OHC stimulated; inhibition, % at 5 µM; actives 0.81% (n = 360,000); AID 651636, 2012; in the data active = inhibition above about 38%;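 also: enzyme fragment complementation signal reports receptor beta-arrestin coupling in cells; 0% = agonist plus DMSO wells and 100% = wells without agonist; some results beyond the cut were filed as inactive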
Target sequence (P32249 whole entry, looked up, the tested form may be a part): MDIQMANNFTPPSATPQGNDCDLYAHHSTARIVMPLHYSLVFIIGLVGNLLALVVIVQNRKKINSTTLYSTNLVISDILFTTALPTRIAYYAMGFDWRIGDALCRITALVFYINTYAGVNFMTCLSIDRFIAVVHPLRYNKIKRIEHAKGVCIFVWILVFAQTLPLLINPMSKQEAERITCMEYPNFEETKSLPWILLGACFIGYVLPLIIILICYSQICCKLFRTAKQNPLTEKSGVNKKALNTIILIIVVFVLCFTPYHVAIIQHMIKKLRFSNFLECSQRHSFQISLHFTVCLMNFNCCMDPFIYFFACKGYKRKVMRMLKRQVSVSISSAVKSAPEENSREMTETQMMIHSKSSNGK
APOBEC3A inh: APOBEC3A ssDNA deaminase inhibitors, primary screen, selectivity assay for APOBEC3G inhibitor project, biochemical, FAM/TAMRA oligo cleavage fluorescence; DNA dC->dU-editing enzyme APOBEC-3A (Homo sapiens), P31941; recombinant A3A, FAM/TAMRA ssDNA deamination fluorescence; inhibition, % at 20 µM; actives 0.41% (n = 330,000); AID 493011, 2011;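 active = at least 40% inhibition at 20 µM here, with at most 30% in a related deaminase screen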;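 also: plate controls were A3A with DMSO for no effect and wells lacking A3A enzyme for full effect; some results filed as inactive read as strong as hits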
Target sequence (P31941 whole entry, looked up): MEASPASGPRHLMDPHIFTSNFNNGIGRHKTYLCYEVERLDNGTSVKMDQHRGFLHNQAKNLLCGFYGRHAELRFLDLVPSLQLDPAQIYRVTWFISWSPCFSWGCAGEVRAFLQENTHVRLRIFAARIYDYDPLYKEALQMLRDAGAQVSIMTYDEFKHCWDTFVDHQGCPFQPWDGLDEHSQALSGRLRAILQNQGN
Gli-Sufu block: Gli-Sufu pathway antagonists, primary screen, luciferase luminescence, Sufu-KO-LIGHT cells, uHTS. Sufu-KO-LIGHT fibroblasts, Gli luciferase reporter luminescence. inhibition, % at 5 µM. actives 0.74% (n = 340,000). AID 588413, 2011;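 active = inhibition above about 55%, limit read from the data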;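 also: 0% = DMSO-treated cells and 100% = wells with medium but no cells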
MPTP inh: mitochondrial permeability transition pore inhibitors, primary screen, biochemical, isolated mouse mitochondria, absorbance | Ca2+ swelling absorbance, 30 min | inhibition, % at 10 µM | actives 1.4% (n = 360,000) | AID 602449, 2012;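 active = inhibition of 50% or more, scaled per plate between neutral and stimulator controls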;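 also: 0% = DMSO wells given calcium and 100% = 1 mM EGTA wells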
A3G deaminase: APOBEC3G DNA deaminase inhibitors, primary screen, biochemical, fluorescence, single-stranded DNA substrate, uHTS; AID 493012, 2011; DNA dC->dU-editing enzyme APOBEC-3G (Homo sapiens), Q9HC16; actives 0.28% (n = 330,000); recombinant A3G, ssDNA deamination FAM/TAMRA fluorescence; inhibition, % at 20 µM;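 active = inhibition of at least 40% at 20 µM, with no more than 30% in the related APOBEC3A deaminase screen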;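 also: plate controls were DMSO wells with A3G for no effect and wells lacking A3G enzyme for full effect; some compounds called inactive have numbers as strong as hits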
Target sequence (Q9HC16 whole entry, looked up): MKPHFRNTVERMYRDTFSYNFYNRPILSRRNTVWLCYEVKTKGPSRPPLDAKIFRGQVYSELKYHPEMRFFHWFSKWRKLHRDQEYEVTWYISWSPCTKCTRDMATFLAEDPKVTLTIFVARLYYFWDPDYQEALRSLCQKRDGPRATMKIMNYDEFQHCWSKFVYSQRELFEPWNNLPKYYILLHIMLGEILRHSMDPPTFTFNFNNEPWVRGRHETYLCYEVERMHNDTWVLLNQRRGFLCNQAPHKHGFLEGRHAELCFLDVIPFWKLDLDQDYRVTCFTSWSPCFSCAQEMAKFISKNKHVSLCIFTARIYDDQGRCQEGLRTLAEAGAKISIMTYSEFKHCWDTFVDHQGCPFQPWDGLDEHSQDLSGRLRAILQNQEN
CXCR6 inh: CXCR6 receptor inhibitors, primary screen, cell-based, beta-arrestin, luminescence, CHO-K1 PathHunter, 1536-well; inhibition, % at 20 µM; actives 0.36% (n = 360,000); C-X-C chemokine receptor type 6 (Homo sapiens), O00574; in the data active = inhibition above about 34%, passing the limit was not always enough;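 also: antagonist mode with CXCL16 agonist at 10 nM final; 0% = 10 nM CXCL16 with DMSO and 100% = unstimulated wells without agonist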
* = called active by the depositor; . = no result given.

SMILES	NR3A LBD binder	CCR6 antagonist	EBI2 antag	APOBEC3A inh	Gli-Sufu block	MPTP inh	A3G deaminase	CXCR6 inh
Cc1ccc(OCC(=O)N/N=C/c2ccc3c(c2)OCO3)cc1C	-1	-6	7	.	-8	-1.3	.	-6
CC(NC(=O)NC1CCCCC1)C(c1cccs1)N1CCN(c2ccccc2)CC1 (centres undefined)	-3	15	9	-2	-12	0.3	3	10
CN(C)c1ccc(/C=N/NC(=O)c2ccc(-n3cnnn3)cc2)cc1	-1	0	-12	-3	-3	-0.5	-10	4
COc1ccccc1CN(Cc1nc2ccccc2c(=O)[nH]1)S(=O)(=O)c1ccc(C)cc1	-1	9	.	-3	53	.	-9	.
CCCCN1C[C@H](COC(=O)CCC)Oc2cccc(F)c2S1(=O)=O	3	16	-10	.	-6	0.0	.	-6
CCOC(=O)c1cc2sccc2n1Cc1ccccc1	-8	14	13	-8	-2	1.7	-9	6
Cc1ccc(NC(=O)CC2(CC(=O)O)CCCC2)cc1	-2	-7	-6	-2	17	-0.7	-9	2
COc1ccccc1N1CCN(C(=O)CCN2C(=O)c3cccc4cccc(c34)C2=O)CC1	-2	11	1	-1	6	-0.7	-2	10
Cc1cc(C)n2nc(C(=O)OCC(=O)NCc3ccc(Cl)cc3)nc2n1	-1	14	-11	1	2	0.4	-9	4
Cn1c(=S)[nH]c2sc3c(c2c1=O)CCC(C(C)(C)C)C3 (centres undefined)	.	.	12	-4	.	5.5	-10	6
O/N=C(/CN(O)/C=C1/C=CC=N1)c1cccs1	-1	3	1	3	2	-1.4	0	-1
C(=N\n1cnnc1)/c1ccc2c(c1)OCCO2	-1	1	1	0	-5	-1.1	-5	-16
CCOc1ccc(-n2c(C)cc(C(=O)NS(=O)(=O)c3ccc(C)cc3)c2C)cc1	0	14	2	-2	-12	2.0	-5	-4
COc1ccc(CCN2C(=O)C(Oc3ccccc3)C2c2ccc3c(c2)OCO3)cc1 (centres undefined)	12*	4	42*	1	7	1.5	-4	-6
Cc1cc(=O)oc2c3c(cc(OCC(=O)NCc4cccnc4)c12)OC(C)(C)CC3	-2	18	0	-4	8	1.0	5	6

Entries of single compounds as entered above. Screens in order: NR3A LBD binder, CCR6 antagonist, EBI2 antag, APOBEC3A inh, Gli-Sufu block, MPTP inh, A3G deaminase, CXCR6 inh
CC(NC(=O)NC1CCCCC1)C(c1cccs1)N1CCN(c2ccccc2)CC1 (centres undefined) across the screens: -3, 15, 9, -2, -12, 0.3, 3, 10
CN(C)c1ccc(/C=N/NC(=O)c2ccc(-n3cnnn3)cc2)cc1 across the screens: -1, 0, -12, -3, -3, -0.5, -10, 4

Returning to the listing, repeating the 3 entries before the break.
SMILES	NR3A LBD binder	CCR6 antagonist	EBI2 antag	APOBEC3A inh	Gli-Sufu block	MPTP inh	A3G deaminase	CXCR6 inh
CCOc1ccc(-n2c(C)cc(C(=O)NS(=O)(=O)c3ccc(C)cc3)c2C)cc1	0	14	2	-2	-12	2.0	-5	-4
COc1ccc(CCN2C(=O)C(Oc3ccccc3)C2c2ccc3c(c2)OCO3)cc1 (centres undefined)	12*	4	42*	1	7	1.5	-4	-6
Cc1cc(=O)oc2c3c(cc(OCC(=O)NCc4cccnc4)c12)OC(C)(C)CC3	-2	18	0	-4	8	1.0	5	6
CCOC(=O)/C=C/c1ccc2c(c1)S(=O)(=O)N(Cc1ccc(OC)cc1)[C@H]2CC(=O)OCC	2	8	8	-4	-15	1.2	-9	1
CC(NC(=O)NC1CCCCC1)C(c1cccs1)N1CCN(C)CC1 (centres undefined)	0	5	-1	-3	6	-2.0	-14	2
O=C(C[C@H]1C/C=C\CC[C@@H](Cc2ccc(F)cc2)C(=O)OCCNC1=O)NCCO	0	13	-13	3	3	-1.9	0	-4
CCN(CC(=O)Nc1c(F)cccc1F)C(=O)CSC(=S)N1CCCC1	-3	-2	-7	-3	0	-2.8	-7	12
O=C1C/C(=C/NCc2ccccc2)C(=O)N1	0	-8	-7	-6	6	-0.5	-8	-4
C=CCCC(=O)N(C)CCO	0	-9	-3	1	-11	-2.0	-9	2
CCOC(=O)c1ccc(CNC(=O)Cn2nnc(-c3cccc(C)c3)n2)o1	.	.	-4	-1	.	6.4	-3	0
CCOc1ccccc1C(=O)NC1CCNCC1	3	7	-12	-1	-3	-0.8	-2	4
Cc1noc(C)c1NC(=O)Nc1ccc2c(c1)C(=O)N([C@H](C)CO)C[C@H](C)[C@@H](CN(C)S(=O)(=O)c1cn(C)cn1)O2	4	7	-4	-2	3	1.1	-4	2
Cc1nnc(NC(=O)Cc2ccc(OCc3c(C)noc3C)cc2)s1	-1	-3	6	2	7	2.1	5	1
Cc1ccc(NC(=O)CSc2nnc(Cc3csc(C)n3)o2)cc1	-2	10	-5	3	4	-0.2	-1	-6
CN1CCN(CC(O)COc2ccc(OCC(O)CN3CCN(C)CC3)cc2)CC1 (centres undefined)	-3	1	-3	3	13	0.1	1	4
COc1ccc(C2C3=C(CC(C)(C)CC3=O)Nc3cc4c(cc32)OCO4)cc1 (centres undefined)	1	11	0	2	12	0.2	2	0
C[C@H]1COC(=O)[C@H](CC(=O)OC(C)(C)C)C/C=C\C[C@H](CC(=O)N(CCO)Cc2ccccc2)C(=O)N1	-1	-9	-7	0	-8	-1.2	-7	-4
CC(=O)c1c(O)c2ccccc2n(C(C)C)c1=O	0	0	-3	-1	-4	-0.8	-3	-3
COc1ccc(C(=O)NCCc2ccc(C(F)(F)F)cc2)cc1S(=O)(=O)N1CCOCC1	2	6	5	-3	2	-0.1	-6	-2
NNc1nc(-c2ccccc2Cl)nc2sc3c(c12)CCCC3	8	0	5	-2	-75	-0.1	-8	-6
CCOc1ccccc1Nc1cc(C)c2cccc(C)c2n1	-8	10	4	1	0	3.0	0	1
CC1CN(CC(=O)N2CCc3[nH]c4ccccc4c3C2)CC(C)O1 (centres undefined)	-3	-12	-9	9	16	-1.1	5	-3
Nc1c(N=Nc2cccc(Cl)c2)c(=O)[nH]n1-c1ccccc1	1	22	15	-17	6	3.5	-6	19
NC(=S)Nc1ncc(CCN2CCOCC2)c(-c2ccc(F)cc2)n1	-1	16	7	2	12	9.1	-11	16
COc1ccc(C(=O)CSc2cc(C)nc3nc(C)nn23)cc1OC	-3	-6	-6	-2	12	-0.8	-4	-7
COc1ccc(NC(=S)Nc2ccc(Oc3ccccc3)cc2)cc1	6	12	14	-3	77*	26	-3	-3
CC(=O)Nc1ccc(NC(=O)CSc2nc(N)c(NC(=O)c3ccco3)c(=O)[nH]2)cc1	-1	6	-2	3	-10	-0.1	2	-6
Cc1cc(C)c2nc(N3CCC(C(=O)NCc4ccccn4)CC3)sc2c1	-1	-1	-2	-1	-10	1.1	-4	0
CSc1ccccc1NC(=O)CSc1nnnn1-c1ccccc1SC	3	6	-2	-3	6	2.7	-6	0
Cc1cccc(NC(=S)N2CCCC2)c1	-1	-12	1	5	-5	0.3	-1	-3
CCN(CC(=O)Nc1ccc(NC(C)=O)cc1)C(=O)c1oc2c(ccc3ccccc32)c1C	0	-19	-11	2	11	0.3	-1	-14
O=C(CCC(=O)N1CCN(c2ccccc2F)CC1)c1ccc(Cl)s1	-1	9	-2	3	0	-1.6	-1	5
CCN(Cc1ccc2c(c1)OCCO2)S(=O)(=O)c1ccc(NC(C)=O)cc1	0	11	3	-2	-4	-0.8	-2	3
O=C(O)c1cc(-c2ccccc2)nc2ccccc12	-7	6	-3	-1	-11	1.4	0	0
Cc1ccc(S(=O)(=O)NCC(=O)N2CCCC2C(=O)O)cc1 (centres undefined)	0	2	-5	-3	0	-0.1	-6	-5
Cc1ccc(C)c(NC(=S)NC(NC(=O)/C=C/c2ccccc2)C(Cl)(Cl)Cl)c1 (centres undefined)	14*	1	7	-1	13	100*	-4	-29
COc1ccccc1NC(=O)c1cc(N2C(=O)C3C4CCC(C4)C3C2=O)ccc1Cl (centres undefined)	-4	9	-3	-5	-3	0.6	-2	-3
Cc1ccc(CSc2nc3c(cc2C#N)CCC3)cc1	1	-8	3	-3	-2	2.2	-5	0
CCOC(=O)c1cnn(C)c1NC(=O)c1ccc([N+](=O)[O-])cc1	1	-2	-13	2	-5	-1.3	0	-2
Cc1cccc(N2CCCn3c2nc2c3c(=O)[nH]c(=O)n2C)c1	1	9	5	-5	10	-1.0	-7	10
COc1ccccc1/C=C/C(=O)c1ccc(NC(C)=O)cc1	1	18	3	0	-20	0.0	-2	5
CCN(C(=O)COC(=O)Cc1coc2cc(C)ccc12)c1c(N)n(Cc2ccccc2)c(=O)[nH]c1=O	1	12	2	3	5	0.6	-4	6
Cc1cccc2cc(C#N)c(NCc3ccccc3)nc12	2	2	9	-1	-5	-1.3	2	3
Cc1c(C)c2ccc(OC(C)C(=O)NC3CCN(Cc4ccccc4)CC3)cc2oc1=O (centres undefined)	0	14	-11	-4	-26	-0.1	-6	2
O=C(CSc1nnc(CNC(=O)c2ccc(F)cc2)o1)NCc1ccccc1Cl	4	11	-11	-1	-1	-0.8	-5	1
O=C(Nc1nc2ccccc2n1CCN1CCCCC1)c1ccco1	-4	-2	5	2	10	6.9	6	22
CCOc1ccc(NC(=O)C2CC(=O)N(c3ccccc3F)C2)cc1 (centres undefined)	3	9	2	0	-18	0.6	-5	4
O=C(CSc1cc(Cl)ccc1Cl)Nc1ccc(N2CCOCC2)cc1	-1	16	-3	0	-12	1.8	-7	-16
COc1ccc(OCC(=O)N/N=C2\CCCc3ccccc32)cc1	4	12	-7	0	-7	-0.2	-8	-14
COc1ccc(C2=NS(=O)(=O)N(C)C(C(=O)Nc3ccc4c(c3)OCO4)=C2)cc1OC	-16	18	-7	-2	-15	0.7	-6	7
O=C(NCC1COc2ccccc2O1)C1C2C=CC3(CN(Cc4ccccc4Cl)C(=O)C13)O2 (centres undefined)	-1	7	-4	-4	-3	0.4	-10	-6
O=C(CN(C(=O)c1csnn1)c1cccc2ccccc12)NC1CCCC1	0	10	-10	-3	-8	-1.2	-7	3
Cc1ccc(CNc2nc(N)c([N+](=O)[O-])c(NCCO)n2)cc1	-1	-1	-3	-4	3	0.9	3	1
Cc1cc(C(=O)N2CCN(c3ccccn3)CC2)c(C)o1	2	-4	-4	0	-4	0.8	-5	3
O=C(NCc1ccco1)c1nc(-c2ccccc2)n(-c2ccccc2)n1	0	-1	-2	-5	-13	-0.1	-6	-2
Cc1csc(NC(=O)C2CCCN(S(=O)(=O)c3cnc[nH]3)C2)n1 (centres undefined)	-1	4	-4	-1	8	-0.5	32	-6
O=C(NCc1ccc2c(c1)OCO2)C(=O)NCC(c1ccco1)N1CCN(c2ccccc2)CC1 (centres undefined)	-1	12	13	7	8	2.1	-3	10
Cc1cc(C(=O)NCCCOC(C)C)c2ccccc2n1	0	-3	2	-1	8	-1.1	-4	6
COc1ccc2cc(CCNS(=O)(=O)c3c(C)cc(C)cc3C)c(=O)[nH]c2c1	-2	2	-11	-4	-8	-0.2	-15	0
Cc1nc2c(sc(=S)n2Cc2ccco2)c(=O)n1CC(=O)Nc1ccccc1	8	13	11	-1	7	1.7	0	5
CC(=O)Nc1ccccc1P(=O)(c1ccccc1)c1ccccc1OC(C)=O (centres undefined)	0	15	2	-2	3	5.6	-11	2
COC(=O)CC1=NN(c2ccccc2)C(=O)/C1=C\c1ccc(OC)cc1	-23	9	1	1	-3	1.0	3	0

Source: PubChem BioAssay (Sanford-Burnham Center for Chemical Genomics)
